ADAM17 inh = inhibits human ADAM17 | hit rate 0.83% among 370,000 | AID 720648 | inhibition, % at 6.95 µM | recombinant ADAM17, EDANS/DABCYL FRET peptide cleavage | P78536;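 active = inhibition above the mean of compounds lying between control limits plus 3 SD, set per campaign, cut at about 8.5% in these data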;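 note: 0% = DMSO-only wells as the low control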
ASAP1 GAP inh = ASAP1 ArfGAP inhibition | ASAP1-stimulated ARF1 GTP hydrolysis, GDP FP detection | inhibition, % at 16.5 µM | hit rate 0.19% among 360,000 | AID 624377; in the data active = inhibition above about 25%;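 note: 0% = vehicle with enzyme and substrate and 100% = no enzyme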
TDP2 inh = TDP2 (human) inhibition, absorbance primary screen | hit rate 0.34% among 370,000 | inhibition, % at 12.8 µM | recombinant TDP2, T5PNP hydrolysis, p-nitrophenol absorbance 415 nm | O95551;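 active = inhibition above the mean of all tested compounds plus 3 SD, set per campaign, cut at about 25% in these data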;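 note: 0% = DMSO with enzyme and 100% = buffer with substrate but no TDP2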
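System – recombinant human TDP2 · Quantity – TDP2 enzyme at 120 nM final · Doses – single concentration, 12.8 µM nominal, with 1% DMSO · Incubation – 2 h at 37 °C · Measured by – epi absorbance of p-nitrophenol freed from T5PNP by hydrolysis · Read-out – % inhibition relative to enzyme-containing and enzyme-free wells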
Tn7 DDE FP = disrupts Tn7 cyclic peptide binding to fibrin D-Dimer-E complex; FP displacement of FITC-Tn7 peptide from fibrin DD(E); 0% = median of compound wells per plate; hit rate 0.13% among 370,000; inhibition, % at 8.3 µM; AID 720508;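 active = inhibition above the mean of compounds falling within the control limits plus 3 SD of them, cut at about 14% in these data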;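 note: 0% = plate median of compound wells and 100% = 10 µM Aha-Tn7 peptide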
Target sequence (P02675 whole entry, looked up): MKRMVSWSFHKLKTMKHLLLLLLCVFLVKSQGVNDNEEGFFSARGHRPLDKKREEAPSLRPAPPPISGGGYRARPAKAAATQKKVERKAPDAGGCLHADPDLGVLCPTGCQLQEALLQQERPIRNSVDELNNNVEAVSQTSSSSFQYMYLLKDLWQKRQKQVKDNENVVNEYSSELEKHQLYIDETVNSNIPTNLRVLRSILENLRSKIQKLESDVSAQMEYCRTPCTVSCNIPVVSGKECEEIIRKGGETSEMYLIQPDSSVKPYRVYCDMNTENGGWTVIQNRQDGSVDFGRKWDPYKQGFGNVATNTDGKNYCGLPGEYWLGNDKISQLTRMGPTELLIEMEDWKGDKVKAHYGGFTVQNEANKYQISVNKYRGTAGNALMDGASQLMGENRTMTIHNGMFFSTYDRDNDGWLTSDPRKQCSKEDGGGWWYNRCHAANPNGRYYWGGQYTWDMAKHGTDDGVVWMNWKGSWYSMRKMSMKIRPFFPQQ
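Assay system: human fibrin DD(E) protein / Input: 2 µM fibrin DD(E) / Benchmarks: high control of 10 µM Aha-Tn7 peptide / Measured by: fluorescence polarization of the labelled Tn7 tracer / Medium: Tris buffer with calcium and detergent, pH 7.8 / Timing: 10 min compound pre-incubation, 3 h probe incubation at room temperature / Repeats: one replicate per compound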
PLC-gamma1 inh = blocks human PLC-gamma1 enzyme activity; P19174; purified PLC-gamma1, fluorogenic substrate, fluorescence; inhibition, % at 12.2 µM; hit rate 0.84% among 370,000; AID 720700; in the data active = inhibition above about 9.5%
ARFGAP1 inh = inhibitors of rat ARFGAP1. hit rate 0.26% among 360,000. Arfgap1-stimulated ARF1 GTP hydrolysis, GDP FP detection. AID 651572. inhibition, % at 16.5 µM. Q62848;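 active = inhibition above a per-plate limit, mean inhibition of low control wells plus 3 SD, cut at about 25% in these data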;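 note: 0% = DMSO wells with enzyme and 100% = wells lacking Arfgap1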
Target sequence (Q62848 1-136 limits assumed): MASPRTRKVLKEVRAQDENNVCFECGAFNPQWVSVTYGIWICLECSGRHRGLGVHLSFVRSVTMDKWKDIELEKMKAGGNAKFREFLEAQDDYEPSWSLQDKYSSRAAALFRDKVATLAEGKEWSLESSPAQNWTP
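Assay system: Rat Arfgap1 GAP domain (His6, aa 1-136), purified enzyme | Buffer or medium: HEPES 25 mM pH 7.5, NaCl 150 mM, MgCl2, DTT | Schedule: GTP hydrolysis reaction 2 h at 25 °C | Signal: FP of antibody-bound GDP Alexa 633 tracer, ex 620/em 688 nm | Measure: Percent inhibition of Arfgap1-stimulated GTP hydrolysis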
ADAM10 inh = ADAM10 inhibition, QFRET primary screen | recombinant ADAM10, EDANS/DABCYL FRET peptide cleavage, 3 h | hit rate 0.62% among 370,000 | inhibition, % at 7 µM;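 active = inhibition above a per-campaign cutoff equal to the mean of compounds falling between control-based bounds plus 3 SD, cut at about 20% in these data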;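 note: 0% = DMSO wells while the 100% control is not disclosed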
LEDGF integ inh = blocks HIV-1 LEDGF/p75-dependent DNA integration. inhibition, % at 3.7 µM. AID 743269. TR-FRET IN-LEDGF/p75 DNA integration, Eu/Cy5. hit rate 0.64% among 370,000;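 active = inhibition above the screen-wide mean plus 3 SD, cut at about 13% in these data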;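 note: signal is the Cy5 over europium emission ratio at 671 and 618 nm; 0% = plate median of compound wells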
proKLK7 act = activators of human kallikrein-7 zymogen; purified proKLK7, EDANS-DABCYL substrate fluorescence; 100% is mature enzyme control, 0% vehicle; activation, % at 7 µM; hit rate 0.9% among 370,000; AID 652039;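 active = activation above the mean of all tested compounds plus 3 SD, computed per campaign excluding outliers beyond control limits, cut at about 13% in these data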
Target sequence (P49862 whole entry, looked up): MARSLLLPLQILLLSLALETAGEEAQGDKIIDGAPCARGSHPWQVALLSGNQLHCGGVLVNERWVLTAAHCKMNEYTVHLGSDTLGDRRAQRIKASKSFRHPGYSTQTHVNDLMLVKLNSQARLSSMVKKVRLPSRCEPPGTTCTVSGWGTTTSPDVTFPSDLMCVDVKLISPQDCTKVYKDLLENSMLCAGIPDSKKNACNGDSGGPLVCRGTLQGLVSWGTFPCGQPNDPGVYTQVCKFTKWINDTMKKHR
Tn6 DDE FP = disrupts Tn6 cyclic peptide binding to fibrin D-Dimer-E complex. AID 720509. hit rate 0.21% among 370,000. inhibition, % at 8.3 µM. P02675. Fibrin DD(E) TRITC-Tn6 fluorescence polarization displacement;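 active = inhibition above a per-campaign cutoff: mean of compounds within control limits plus 3 SD, cut at about 15% in these data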;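 note: 0% = median of all compound wells on the plate and 100% = blocking peptide control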
* = called active by the depositor.

Screening COc1ccc(N(C(=O)CNC(=O)c2ccco2)C(C(=O)NCC2CCCO2)c2ccc(OC)c(OC)c2)cc1 (stereo not drawn) returned ADAM17 inh 0, ASAP1 GAP inh -4, TDP2 inh 9, Tn7 DDE FP -2, PLC-gamma1 inh 2, ARFGAP1 inh -7, ADAM10 inh 5, LEDGF integ inh -1, proKLK7 act -0.3 and Tn6 DDE FP 0.
CCOc1ccc(OCC)c(NC(=O)CCCN2C(=O)c3cccnc3C2=O)c1 was read as ADAM17 inh -6, ASAP1 GAP inh -2, TDP2 inh 7, Tn7 DDE FP -3, PLC-gamma1 inh -2, ARFGAP1 inh 2, ADAM10 inh -5, LEDGF integ inh -1, proKLK7 act 0.6 and Tn6 DDE FP 5.
CN(C)CCNc1cccc2sc3ccc(O)cc3c(=O)c12 was read as ADAM17 inh 4, ASAP1 GAP inh 6, TDP2 inh 5, Tn7 DDE FP -9, PLC-gamma1 inh -9, ARFGAP1 inh 3, ADAM10 inh -9, LEDGF integ inh -1, proKLK7 act -0.9 and Tn6 DDE FP -3.
`CC(C)n1c(O)c(/C=C2\C=NN=C2c2ccccc2)sc1=S` gave ADAM17 inh 1, ASAP1 GAP inh -3, TDP2 inh 14, Tn7 DDE FP 0, PLC-gamma1 inh -2, ARFGAP1 inh 8, ADAM10 inh -2, LEDGF integ inh -5, proKLK7 act -0.3 and Tn6 DDE FP -6.
For COC(=O)c1ccc(C(=O)Nc2ccc(N)cc2N)cc1 the results were ADAM17 inh 0, ASAP1 GAP inh 5, TDP2 inh -3, Tn7 DDE FP -7, PLC-gamma1 inh -12, ARFGAP1 inh 9, ADAM10 inh 5, LEDGF integ inh 2, proKLK7 act 0.7 and Tn6 DDE FP -3.
Screening CC(OC(=O)[C@@H]1CCCN1C(=O)c1cccs1)C(=O)Nc1cccc([N+](=O)[O-])c1 (stereo partly drawn) returned ADAM17 inh 1, ASAP1 GAP inh 2, TDP2 inh 2, Tn7 DDE FP -4, PLC-gamma1 inh -1, ARFGAP1 inh 14, ADAM10 inh 5, LEDGF integ inh 1, proKLK7 act 0.0 and Tn6 DDE FP -5.
O=c1cc(-c2ccccc2)nc(SCc2ccccc2)[nH]1 was read as ADAM17 inh -4, ASAP1 GAP inh -4, TDP2 inh 9, Tn7 DDE FP -1, PLC-gamma1 inh -1, ARFGAP1 inh 0, ADAM10 inh -3, LEDGF integ inh 1, proKLK7 act -0.4 and Tn6 DDE FP -5.
Cc1ccc(C(=O)N/N=C\c2ccccn2)cn1 was read as ADAM17 inh -1, ASAP1 GAP inh 15, TDP2 inh 0, Tn7 DDE FP 3, PLC-gamma1 inh -4, ARFGAP1 inh -2, ADAM10 inh 7, LEDGF integ inh 1, proKLK7 act 1.2 and Tn6 DDE FP 5.
Screening Cc1c(NC(=O)C(C)OC(=O)c2cccnc2)c(=O)n(-c2ccccc2)n1C (stereo not drawn) returned ADAM17 inh -1, ASAP1 GAP inh 0, TDP2 inh 4, Tn7 DDE FP -7, PLC-gamma1 inh 2, ARFGAP1 inh 9, ADAM10 inh 2, LEDGF integ inh -1, proKLK7 act 0.1 and Tn6 DDE FP 0.
O=C(C1CCN(S(=O)(=O)c2cccc3cccnc23)CC1)N1CCc2ccccc21 was read as ADAM17 inh -2, ASAP1 GAP inh 3, TDP2 inh -12, Tn7 DDE FP 1, PLC-gamma1 inh -1, ARFGAP1 inh -11, ADAM10 inh -7, LEDGF integ inh -3, proKLK7 act 0.2 and Tn6 DDE FP -6.
`Clc1ccc(N2CCCCCC2)nn1` gave ADAM17 inh -8, ASAP1 GAP inh -8, TDP2 inh 3, Tn7 DDE FP -3, PLC-gamma1 inh -2, ARFGAP1 inh 4, ADAM10 inh -5, LEDGF integ inh 0, proKLK7 act 0.0 and Tn6 DDE FP 5.
O=C(c1ccc(F)cc1)n1ccc2ccc(-c3ccc4ccn(Cc5ccccc5)c4c3)cc21 was read as ADAM17 inh -14, TDP2 inh 9, Tn7 DDE FP -3, PLC-gamma1 inh -62, ADAM10 inh -46, LEDGF integ inh 0, proKLK7 act -7.1 and Tn6 DDE FP 9.
Screening CSc1nc(N2CCOCC2)c2ccccc2n1 returned ADAM17 inh -3, ASAP1 GAP inh -15, TDP2 inh 1, Tn7 DDE FP -7, PLC-gamma1 inh -5, ARFGAP1 inh 12, ADAM10 inh -21, LEDGF integ inh 1, proKLK7 act -0.1 and Tn6 DDE FP 1.
Screening NC(=O)[C@@H]1CCCN1C(=O)[C@@H](Cc1cnc[nH]1)NC(=O)[C@@H]1CCC(=O)N1 returned ADAM17 inh -2, ASAP1 GAP inh -8, TDP2 inh -1, Tn7 DDE FP -1, PLC-gamma1 inh 0, ARFGAP1 inh 0, ADAM10 inh -6, LEDGF integ inh 2, proKLK7 act -0.5 and Tn6 DDE FP 5.
Screening CC(=O)NCCNC(=O)C1(C)Cc2c(-c3cccc(C(N)=O)c3)ccnc2O1 (stereo not drawn) returned ADAM17 inh -5, ASAP1 GAP inh -18, TDP2 inh 4, Tn7 DDE FP 9, PLC-gamma1 inh -1, ARFGAP1 inh -4, ADAM10 inh -1, LEDGF integ inh 2, proKLK7 act -0.1 and Tn6 DDE FP -6.
For CN(C(=O)c1cc2sccc2n1C)C1CCCCC1 the results were ADAM17 inh -3, ASAP1 GAP inh 0, TDP2 inh 8, Tn7 DDE FP 4, PLC-gamma1 inh 0, ARFGAP1 inh -5, ADAM10 inh -4, LEDGF integ inh -2, proKLK7 act 0.3 and Tn6 DDE FP 11.
`CC(C)C[C@@H](CNCC(=O)[C@H](C)NC(=O)c1[nH]cnc1C(=O)N[C@H](CN)CC(C)C)NC(=O)c1nc[nH]c1C(=O)N[C@@H](C)C(=O)O` gave ADAM17 inh -6, ASAP1 GAP inh -3, TDP2 inh 3, Tn7 DDE FP 1, PLC-gamma1 inh 1, ARFGAP1 inh -10, ADAM10 inh -19, LEDGF integ inh 1, proKLK7 act -0.4 and Tn6 DDE FP 2.
Cc1ccc(S(=O)(=O)N/N=C/c2c[nH]c3ccccc23)cc1 was read as ADAM17 inh 3, ASAP1 GAP inh -1, TDP2 inh -9, Tn7 DDE FP 7, PLC-gamma1 inh -2, ARFGAP1 inh 7, ADAM10 inh 6, LEDGF integ inh -4, proKLK7 act -0.6 and Tn6 DDE FP 2.
Screening COC(=O)c1ccccc1NC(=O)CSc1[nH]c(=O)cc(C)c1C#N returned ADAM17 inh -4, ASAP1 GAP inh 14, TDP2 inh 3, Tn7 DDE FP 6, PLC-gamma1 inh -1, ARFGAP1 inh -7, ADAM10 inh -5, LEDGF integ inh 1, proKLK7 act 0.0 and Tn6 DDE FP 6.
For CN(CC(=O)N1CCc2ccccc21)S(=O)(=O)c1ccc(Cl)cc1 the results were ADAM17 inh -2, ASAP1 GAP inh 8, TDP2 inh -8, Tn7 DDE FP -3, PLC-gamma1 inh -4, ARFGAP1 inh -8, ADAM10 inh 9, LEDGF integ inh 3, proKLK7 act 0.1 and Tn6 DDE FP -3.
`Cc1ccc(S(=O)(=O)N2CCCC(C(=O)NCC3COCCO3)C2)cc1` (stereo not drawn) gave ADAM17 inh -5, ASAP1 GAP inh -8, TDP2 inh -2, Tn7 DDE FP -4, PLC-gamma1 inh 0, ARFGAP1 inh 3, ADAM10 inh -9, LEDGF integ inh 2, proKLK7 act 0.4 and Tn6 DDE FP -6.
For COc1ccc(CNc2ccc3c(c2)ncn3C)cc1OC the results were ADAM17 inh -5, ASAP1 GAP inh 9, TDP2 inh 2, Tn7 DDE FP -9, PLC-gamma1 inh -10, ARFGAP1 inh 3, ADAM10 inh -13, LEDGF integ inh 3, proKLK7 act 0.5 and Tn6 DDE FP 4.
Screening CN(C(=O)COC(=O)c1n[nH]c2ccccc12)C1CCS(=O)(=O)C1 (stereo not drawn) returned ADAM17 inh -4, ASAP1 GAP inh -4, TDP2 inh 1, Tn7 DDE FP -4, PLC-gamma1 inh 2, ARFGAP1 inh -1, ADAM10 inh -3, LEDGF integ inh -4, proKLK7 act 0.2 and Tn6 DDE FP -3.
Nc1ncnc2c1ncn2[C@@H]1O[C@H](CNCc2ccccc2OC2OC(CO)C(O)C(O)C2O)[C@@H](O)[C@H]1O (stereo partly drawn) was read as ADAM17 inh -6, ASAP1 GAP inh -4, TDP2 inh 8, Tn7 DDE FP -2, PLC-gamma1 inh -1, ARFGAP1 inh -1, ADAM10 inh -10, LEDGF integ inh -4, proKLK7 act -0.2 and Tn6 DDE FP 1.
`COc1cccc(C(=O)NC(=O)Nc2cc(C)[nH]n2)c1` gave ADAM17 inh -2, ASAP1 GAP inh -4, TDP2 inh 12, Tn7 DDE FP -2, PLC-gamma1 inh 1, ARFGAP1 inh -10, ADAM10 inh 4, LEDGF integ inh -2, proKLK7 act -0.3 and Tn6 DDE FP -1.
Screening Cc1ccc([C@H]2C[C@H](O)[C@@H](n3cc(-c4ccc(F)cc4)nn3)CN2Cc2cccs2)cc1 returned ADAM17 inh -6, ASAP1 GAP inh 11, TDP2 inh 5, Tn7 DDE FP 0, PLC-gamma1 inh 2, ARFGAP1 inh 9, ADAM10 inh -7, LEDGF integ inh -1, proKLK7 act -0.3 and Tn6 DDE FP 0.

Ordered by count of non-hydrogen atoms (smallest number first): 3 of the compounds above
For COc1ccc(CNc2ccc3c(c2)ncn3C)cc1OC the results were ADAM17 inh -5, ASAP1 GAP inh 9, TDP2 inh 2, Tn7 DDE FP -9, PLC-gamma1 inh -10, ARFGAP1 inh 3, ADAM10 inh -13, LEDGF integ inh 3, proKLK7 act 0.5 and Tn6 DDE FP 4.
Screening Cc1ccc([C@H]2C[C@H](O)[C@@H](n3cc(-c4ccc(F)cc4)nn3)CN2Cc2cccs2)cc1 returned ADAM17 inh -6, ASAP1 GAP inh 11, TDP2 inh 5, Tn7 DDE FP 0, PLC-gamma1 inh 2, ARFGAP1 inh 9, ADAM10 inh -7, LEDGF integ inh -1, proKLK7 act -0.3 and Tn6 DDE FP 0.
Nc1ncnc2c1ncn2[C@@H]1O[C@H](CNCc2ccccc2OC2OC(CO)C(O)C(O)C2O)[C@@H](O)[C@H]1O (stereo partly drawn) was read as ADAM17 inh -6, ASAP1 GAP inh -4, TDP2 inh 8, Tn7 DDE FP -2, PLC-gamma1 inh -1, ARFGAP1 inh -1, ADAM10 inh -10, LEDGF integ inh -4, proKLK7 act -0.2 and Tn6 DDE FP 1.

From PubChem BioAssay
